Bioassay records as filed in PubChem BioAssay.
eLon inh: inhibits E. coli Lon protease. P0A9M0. purified E. coli Lon protease, fluorescence polarization. inhibition, % at 7.94 µM. 0.42% of 360,000 active. AID 602123; in the data active means inhibition above about 13%, passing the limit was not always enough;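 further: 0% = enzyme with probe and DMSO and 100% = no enzyme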
MT1-MMP act inh: MT1-MMP (human) activation inhibition. HT1080 RFP-PRO-GFP cells, GFP/RFP ratio fluorescence, overnight; percent of plate control window, DMSO zero. P50281. GFP/RFP ratio change, % at 20 µM. 0.061% of 360,000 active;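 active means GFP/RFP ratio change of at least 30% with cell ATP level not reduced by more than half and red fluorescence within 50% of control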; further: strong numbers were not always called active
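system = RFP-PRO-GFP reporter HT1080 cells | dosing = 20 µM single dose, 1% DMSO | timing = overnight cell settling, then overnight compound exposure, 37 °C, 5% CO2 | read-out basis = GFP/RFP fluorescence ratio | controls = DMSO and RFP-L50D-GFP cell wells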
Rin1-Abl PPI inh: human Rin1-Abl interaction inhibition | TR-FRET Rin1/Abl binding, biochemical | inhibition, % at 7.35 µM | 0.4% of 360,000 active; in the data active means inhibition above about 5%, passing the limit was not always enough
Neddylation inh: blocks human cullin neddylation. TR-FRET cullin neddylation, biochemical. calls only at 25 µM. 0.58% of 360,000 active; in the data active means inhibition above about 36%
bovine MsrA act: activators of bovine methionine sulfoxide reductase A; activation, % at 10.6 µM; 0.3% of 360,000 active; purified bovine MsrA, absorbance read-out; AID 602163; in the data active means activation above about 7.5%;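 further: 0% = vehicle and 100% = reference activator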
CendR NRP1 mod: modulators of CendR peptide binding to human neuropilin-1 | 0.85% of 360,000 active | FAM-RPARPAR peptide binding to NRP-1, fluorescence polarization | AID 602438 | O14786 | inhibition, % at 25 µM;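 active means inhibition or corrected inhibition above about 18%, plus a signal ratio from 0.5 to 1.5, limit read from the data, passing the limit was not always enough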; further: strong numbers were not always called active
FAS TE block: FAS thioesterase (human) inhibition | recombinant FAS-TE, OMFH fluorogenic substrate, fluorescence endpoint | inhibition, % at 15 µM | 0.67% of 360,000 active;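 active means compounds whose normalised, plate-corrected inhibition of enzyme fluorescence in the single-dose primary screen is 50% or more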;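 further: 0% = DMSO with enzyme and 100% = substrate without enzyme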
MsrA inh: bovine MsrA inhibition; purified bovine MsrA, absorbance read-out; inhibition, % at 15.5 µM; 0.75% of 360,000 active; AID 651718; in the data active means inhibition above about 4.5%;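 further: 0% = vehicle wells with enzyme and 100% = reference inhibitor wells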
SKN-1 block: blocks SKN-1 activity in C. elegans; C. elegans VP596 Pgst-4::GFP/RFP ratio, acrylamide-induced, 24 h; inhibition, % at 21.8 µM; 0.49% of 360,000 active; AID 624304;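 active means interference check ratio from 0.5 to 1.5 plus GFP to RFP signal ratio inhibition reaching or exceeding a fixed threshold, cut at about 30% in these data, passing the limit was not always enough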; further: some compounds called inactive have numbers as strong as hits
Active calls of the source: *; i = inactive; · = not tested or not shown.

#1 COc1ccc(C(=O)N2CCN(Cc3ccccc3[N+](=O)[O-])CC2)cc1
#2 CSCc1c(C(=O)NCCc2ccccn2)oc2ccccc12
#3 Cc1ccc(NC(=O)CSCc2ccco2)cc1
#4 CCC(CC)C(=O)NCCc1cc2ccc(OC)cc2[nH]c1=O
#5 Cn1c(=O)[nH]c(=O)c2c1nc(N1CCOCC1)n2CCSc1nc2ccccc2[nH]1
#6 COc1ccc(NC(=O)Cn2c(-c3ccc(OC)cc3)cn(-c3ccc(C)cc3)c2=O)cc1
#7 CC(=O)N1c2ccc(S(=O)(=O)NCC3CCC(C(=O)NCc4ccc(C)o4)CC3)cc2CC1C (stereo not drawn)
#8 CCN(CC)CCCNC(=O)c1sc2ncn(CC(=O)Nc3ccc(C)c(Cl)c3)c(=O)c2c1C
Compound	1	2	3	4	5	6	7	8
Rin1-Abl PPI inh	-1	-2	1	3	3	4	6	0
MT1-MMP act inh	-5	3	0	1	2	-11	0	2
eLon inh	5	3	-9	-3	3	-15	-3	4
bovine MsrA act	1	-2	-5	-11	3	-11	3	-13
CendR NRP1 mod	-8	5	-2	-6	1	-40	0	5
MsrA inh	-0.6	0.3	0.3	2.4	-1.1	·	0.1	0.4
SKN-1 block	-18	3	18	-7	10	1	10	8
FAS TE block	-1	-4	-9	1	-6	7	-6	-4
Neddylation inh	i	i	i	i	i	i	i	i

#9 COC(=O)c1ccc(Nc2cc(C)nc3ccc(C)cc23)cc1
#10 CN1CCN(C(=O)/C(C#N)=C/c2ccc(OC(F)F)cc2)CC1
#11 CC(C)c1nnc(NC(=O)C2CCCO2)s1 (stereo not drawn)
#12 O=C(COc1ccccc1)N1CCN(c2ccc([N+](=O)[O-])c(N3CCCCC3)c2)CC1
#13 CC(=O)N1CCN(C(=O)COc2ccc3oc4c(c3c2)CCCC4)CC1
#14 COC(=O)C1CCN(C(=O)COC(=O)C2CCN(S(=O)(=O)c3ccc4c(c3)OCCO4)CC2)CC1
#15 O=C(Nc1ccccc1Cl)OC1CCCCC1
#16 COc1ccccc1CN1CCNC(=O)C1CC(=O)NCCCN1CCOCC1 (stereo not drawn)
Compound	9	10	11	12	13	14	15	16
Rin1-Abl PPI inh	-4	-2	3	-7	-1	-1	3	0
MT1-MMP act inh	1	2	0	5	2	0	0	-3
eLon inh	-4	-3	8	0	-8	-6	1	1
bovine MsrA act	-3	-4	-4	-3	-3	-2	-4	0
CendR NRP1 mod	0	13	10	-9	-5	7	9	-1
MsrA inh	3.3	-0.1	0.0	0.2	2.6	-1.3	-0.9	-0.6
SKN-1 block	4	-10	11	2	-5	15	10	0
FAS TE block	5	2	-11	33	17	-2	7	-9
Neddylation inh	i	i	i	i	i	i	i	i

Quoted at random: 6 records from the list
#14 COC(=O)C1CCN(C(=O)COC(=O)C2CCN(S(=O)(=O)c3ccc4c(c3)OCCO4)CC2)CC1
#16 COc1ccccc1CN1CCNC(=O)C1CC(=O)NCCCN1CCOCC1 (stereo not drawn)
#9 COC(=O)c1ccc(Nc2cc(C)nc3ccc(C)cc23)cc1
#13 CC(=O)N1CCN(C(=O)COc2ccc3oc4c(c3c2)CCCC4)CC1
#12 O=C(COc1ccccc1)N1CCN(c2ccc([N+](=O)[O-])c(N3CCCCC3)c2)CC1
#15 O=C(Nc1ccccc1Cl)OC1CCCCC1
Compound	14	16	9	13	12	15
Rin1-Abl PPI inh	-1	0	-4	-1	-7	3
MT1-MMP act inh	0	-3	1	2	5	0
eLon inh	-6	1	-4	-8	0	1
bovine MsrA act	-2	0	-3	-3	-3	-4
CendR NRP1 mod	7	-1	0	-5	-9	9
MsrA inh	-1.3	-0.6	3.3	2.6	0.2	-0.9
SKN-1 block	15	0	4	-5	2	10
FAS TE block	-2	-9	5	17	33	7
Neddylation inh	i	i	i	i	i	i

(further entries)
#17 Nc1nnc(SCc2ccc(F)cc2)n1-c1ccccc1
#18 COC(=O)/C(C#N)=C/c1c(N2CCN(c3ccccc3)CC2)nc2c(C)cccn2c1=O
#19 C=CCNC(=S)NNC(=O)c1ccc(=O)n(Cc2ccccc2)c1
#20 CCC(Sc1nc2cc(OC)c(OC)cc2c(=O)n1Cc1ccco1)C(=O)NCCOC (stereo not drawn)
#21 Cc1ccc(NC(=S)c2ccc3ccccc3n2)c(C)c1
#22 COc1ccccc1N1CCN(S(=O)(=O)c2c(C)[nH]c(C)c2C(=O)N2CCCC2)CC1
#23 COc1cc(OC)cc(C(=O)NNC(=S)NC(=O)c2cccnc2)c1
#24 Cc1ccc(NC(=O)c2ccc3c(c2)C(=O)N(Cc2cccnc2)C3=O)c(C)c1
Compound	17	18	19	20	21	22	23	24
Rin1-Abl PPI inh	-1	-8	2	-1	-2	1	1	3
MT1-MMP act inh	1	-3	1	-3	-1	-1	3	2
eLon inh	7	4	-5	-4	0	1	4	12
bovine MsrA act	-2	-1	0	-5	-4	-9	2	-5
CendR NRP1 mod	-15	3	15	-10	7	8	-6	-5
MsrA inh	0.9	0.8	-0.6	2.7	-0.4	-0.4	1.6	-0.3
SKN-1 block	13	1	20	-8	5	2	6	-2
FAS TE block	-8	17	-6	-4	12	-2	-7	-5
Neddylation inh	i	i	i	i	i	i	i	i

#25 OCOCCCn1c(C2CCCN2c2nc(-c3ccc(F)cc3)cs2)nc2cc(Cl)c(N3CCCCC3)cc21 (stereo not drawn)
#26 Cc1ccc(NC(=O)CNc2cc(S(=O)(=O)N3CCOCC3)ccc2N2CCOCC2)cc1S(=O)(=O)N(C)C
#27 O=C1CCN(Cc2ccccc2)S(=O)(=O)c2ccc(F)cc21
#28 CCOC(=O)N1CCN(CC(=O)c2ccc3c(c2)CCN3C(C)=O)CC1
#29 Cc1cc(C)c(S(=O)(=O)N2CCN(C(=O)c3c(C)nn(-c4ccccc4)c3Cl)CC2)c(C)c1
#30 CNC(=O)COC(=O)c1cc(F)c(F)cc1Cl
#31 Cc1ccc(-c2cc(C(=O)NC3CCCC3)no2)cc1
#32 COc1ccc(CNC(=O)c2cccnc2SC)cc1OC
Compound	25	26	27	28	29	30	31	32
Rin1-Abl PPI inh	3	-2	0	-1	0	1	-2	1
MT1-MMP act inh	6	2	4	4	-7	6	-2	-1
eLon inh	-4	7	-4	6	-2	10	6	-3
bovine MsrA act	-8	-4	-3	-3	-2	-2	-1	1
CendR NRP1 mod	-1	12	-12	2	3	-2	4	4
MsrA inh	0.1	1.0	0.3	1.6	-1.6	0.3	-1.2	2.0
SKN-1 block	10	13	3	6	16	11	17	10
FAS TE block	17	2	3	-4	33	-4	0	-4
Neddylation inh	i	i	i	i	i	i	i	i

Down the list, quoted from above.
Compounds 28–31 in Neddylation inh: i, i, i, i
Compounds 28–31 in SKN-1 block: 6, 16, 11, 17
Compounds 28–31 in eLon inh: 6, -2, 10, 6

Next records follow:
#33 COc1ccc(S(=O)(=O)NCC2CCCN(CC(C)(C)C)C2)cc1 (stereo not drawn)
#34 Cc1ccc2nc(Cl)c(/C=N/Nc3nc(C)cc(C)n3)c(=O)n2c1
#35 Cc1ccc(NC(=O)CSc2nccn2Cc2ccccc2)cc1C
#36 O=C(NNc1nc2c(F)cccc2s1)c1ccccc1
#37 O=C(O)C(Cc1ccccc1)Nc1ccc([N+](=O)[O-])cc1[N+](=O)[O-] (stereo not drawn)
#38 COc1ccc2c(-c3ccccc3)cc(SCC(=O)NC3CCS(=O)(=O)C3)nc2c1 (stereo not drawn)
#39 N#CC(=C1NC(=O)c2ccccc21)c1nc2ccccc2n1CCO
#40 C/C(CC(=O)Nc1ccc(N(C)C)cc1)=N\NC(=O)c1ccccc1O
Compound	33	34	35	36	37	38	39	40
Rin1-Abl PPI inh	0	1	2	-2	1	-25	-9	-4
MT1-MMP act inh	-3	-6	0	3	-8	-7	0	2
eLon inh	-5	-5	8	6	-7	-3	-1	-8
bovine MsrA act	-3	-2	1	-3	-2	-1	-3	-2
CendR NRP1 mod	-2	-15	0	3	4	-2	-15	-14
MsrA inh	-0.2	0.8	0.0	0.8	2.6	2.1	2.9	1.8
SKN-1 block	7	13	8	9	30	14	0	23
FAS TE block	-8	-10	1	-5	-82	30	-1	-1
Neddylation inh	i	·	i	i	i	i	i	i

#41 CCSc1ccc2nnc(-c3ccc(F)cc3)n2n1
#42 CS(=O)(=O)Nc1ccc(Oc2ncccn2)cc1
#43 Cc1ccc(S(=O)(=O)NCC(=O)OCc2csc(-c3ccccc3)n2)cc1
#44 Cc1cc(/C=C\c2nc(O)c([N+](=O)[O-])c(=O)[nH]2)c(C)n1-c1ccccc1
#45 COc1ccc(NC(=O)COC(=O)CNS(=O)(=O)c2ccccc2)cc1OC
#46 CCOC(=O)Cn1cc(C(=O)C(C)(C)C)c2ccccc21
#47 CC1CN(C2=NC(=O)/C(=C3/C(=O)N(Cc4ccc(F)cc4)c4ccccc43)S2)CC(C)O1 (stereo not drawn)
#48 CN(C)CCOc1cccc(Cl)c1
Compound	41	42	43	44	45	46	47	48
Rin1-Abl PPI inh	-5	1	0	-1	5	2	-1	-1
MT1-MMP act inh	-6	-1	8	0	0	-2	0	0
eLon inh	-7	0	-8	-13	2	6	-9	-2
bovine MsrA act	-4	1	-2	-2	-1	0	-1	-3
CendR NRP1 mod	-11	-3	4	-12	-2	-3	6	3
MsrA inh	0.0	-0.8	0.6	4.2	-1.5	0.5	-1.5	-0.5
SKN-1 block	-6	28	4	5	6	1	-9	1
FAS TE block	1	-4	25	-4	-8	1	18	-7
Neddylation inh	i	i	i	i	i	i	i	i

#49 CC(C)CN1C(=O)c2ccc(NC(=O)c3ccccc3F)cc2C1=O
#50 COC(=O)c1c(-c2ccc(OC)cc2)sc2ccc(OC)cc12
#51 CC(=O)N1N=C(c2ccco2)CC1c1cc2ccc(C)cc2nc1Cl (stereo not drawn)
#52 COc1ccc(C(CC(=O)O)NC(=O)c2cccs2)cc1 (stereo not drawn)
#53 O=C(O)c1cccc(NC(=O)C2C3C=CC(C3)C2C(=O)OCC(F)(F)C(F)F)c1 (stereo not drawn)
#54 COc1ccc(CC(=O)NCC2CCCN(Cc3cccc(SC)c3)C2)cc1 (stereo not drawn)
#55 CCC(NS(=O)(=O)c1ccc2c(c1)NC(=O)C(C)C(=O)N2)c1cccs1 (stereo not drawn)
#56 CSc1ccccc1NC(=O)CSc1nnc(Cc2ccccc2)o1
Compound	49	50	51	52	53	54	55	56
Rin1-Abl PPI inh	3	0	0	-1	-1	1	-1	0
MT1-MMP act inh	4	-2	-3	-4	-2	0	-2	3
eLon inh	-6	-2	-4	4	-1	-4	8	-3
bovine MsrA act	-6	-3	-3	-12	-4	-2	1	-1
CendR NRP1 mod	1	15	6	-11	1	12	-6	-5
MsrA inh	0.1	0.2	0.0	-0.5	-1.4	-0.1	-1.0	-0.8
SKN-1 block	5	12	19	-16	22	10	-4	17
FAS TE block	3	24	1	-8	-6	-5	-4	-2
Neddylation inh	·	i	i	i	i	i	i	i

#57 Clc1ccc(CN(Cc2ccccc2)C(c2cccs2)c2nnnn2C2CCCC2)cc1 (stereo not drawn)
#58 COC(=O)c1ccc(CSCC(=O)Nc2ccccc2)cc1
#59 COc1cc(CCC(=O)Nc2cc(Cl)ccc2N2CCN(C)CC2)cc(OC)c1OC
#60 NC(=O)C1=C[C@H](c2csc3ccccc23)C[C@H](OCCCCO)O1
#61 C#CCOCCOCCOCCNc1nc(N2CCN(C(=O)[C@H](CCCCN)n3cc(CN)nn3)CC2)nc(N2CCN(C(=O)[C@H](CCCN=C(N)N)n3cc(C(N)[C@H](C)CC)nn3)CC2)n1 (stereo partly drawn)
#62 CCOC(=O)C1(Cc2ccccc2)CCCN(C(=O)COc2ccccc2OC)C1 (stereo not drawn)
Compound	57	58	59	60	61	62
Rin1-Abl PPI inh	-1	3	-3	-1	5	-2
MT1-MMP act inh	-29	3	-4	3	1	4
eLon inh	7	2	-3	-15	-7	3
bovine MsrA act	-1	-3	-2	-1	-2	0
CendR NRP1 mod	5	4	-9	10	4	4
MsrA inh	0.9	1.7	1.4	0.5	0.7	-0.1
SKN-1 block	6	4	0	12	27	13
FAS TE block	23	-6	-7	-10	-10	1
Neddylation inh	i	i	i	i	i	i
